Anesthetic bind: qHTS Assay for Identification of Novel General Anesthetics. Ferritin light chain (Equus caballus), P02791. apoferritin/1-aminoanthracene competitive binding, fluorescence. Potency, µM (highest dose often 77.5 µM), without a hit: at the top dose activity change, negative = displacement, actives largely listed as inhibitors. 350,000 tested, 0.074% active; note: potency is the fitted concentration of half-maximal effect; % is set by controls: 0 for no effect and ±100 for the full control effect; nearly all actives have a fitted effect of over 20% in size
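Apoferritin-based anesthetic binding model; compound displacement of fluorescent 1-AMA measured as endpoint fluorescence after 10 minutes at room temperature, scaled to free-ligand and complex controls.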
Pol eta inh: qHTS for Inhibitors of Polymerase Eta; recombinant Pol eta, fluorescent DNA replication assay; 390,000 tested, 1.2% active; DNA polymerase eta (Homo sapiens), Q9Y253; Potency, µM (doses to about 114 µM), for the others: at the top dose activity change, negative = inhibition, most hits filed as inhibitors; note: potency is the fitted concentration of half-maximal effect; % is set by controls: 0 for no effect and ±100 for the full control effect
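Pol eta at 10 nM preincubated with compounds 15 min at room temperature; reaction started with fluorescent substrate (50 nM final) and read kinetically at 0 and 10 min.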
POLB inh: qHTS Assay for Inhibitors of DNA Polymerase Beta | AID 485314, 2010 | P06746 | Pol beta primer extension/strand displacement, fluorescence kinetic | 340,000 tested, 1.3% active | Potency, µM (series often up to 114 µM), inactives show top-dose activity change, negative = inhibition, hits mostly inhibitors; note: potency is the fitted concentration of half-maximal effect; % is set by controls: 0 for no effect and ±100 for the full control effect
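Preincubation: enzyme (10 nM) with compound, 15 min, RT. Reaction: substrate added to 50 nM final. Reads: 0 and 10 min. Analysis: normalized, Hill fit.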
APEX1 inh: qHTS Assay for Inhibitors of the Human Apurinic/apyrimidinic Endonuclease 1 (APE1) | DNA repair nuclease/redox regulator APEX1 (Homo sapiens), P27695 | recombinant APE1, TAMRA/BHQ-2 abasic DNA cleavage fluorescence | Potency, µM (top dose mostly 65.8 µM), without a hit: at the highest dose activity change, negative = inhibition, actives largely listed as inhibitors | 350,000 tested, 0.35% active | AID 2517, 2012;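 note: potency is the fitted concentration of half-maximal effect; plate controls were vehicle for no effect and reference inhibitor for full effect; nearly all actives have a fitted effect of over 55% in size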
Target sequence (P27695 whole entry, looked up): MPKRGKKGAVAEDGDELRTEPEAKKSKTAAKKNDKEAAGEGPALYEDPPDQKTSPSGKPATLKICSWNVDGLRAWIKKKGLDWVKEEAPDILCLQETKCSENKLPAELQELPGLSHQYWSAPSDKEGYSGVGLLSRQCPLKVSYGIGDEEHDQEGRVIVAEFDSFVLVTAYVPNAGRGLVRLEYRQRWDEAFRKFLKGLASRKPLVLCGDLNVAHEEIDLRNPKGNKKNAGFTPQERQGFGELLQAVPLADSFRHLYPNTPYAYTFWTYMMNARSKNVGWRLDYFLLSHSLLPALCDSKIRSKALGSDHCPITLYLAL
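Enzyme (0.75 nM final) and test compound are incubated 15 min at room temperature before adding 50 nM quenched THF abasic-site duplex. Cleavage dequenches TAMRA, followed at 525/598 nm over three reads one minute apart.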
LDHA block: qHTS assay for inhibitors of human lactate dehydrogenase. purified LDHA, NADH/diaphorase-resazurin fluorescence; hits give low values. activity change, % (values are at about 110 or 230 µM). 480,000 tested, 0.15% active. AID 1347041, 2019; in the data active = activity change below about -30%; inconclusive = mostly about -25% to -30%;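 note: plate controls were DMSO wells for no effect and wells without enzyme for full effect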
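LDH5 2 nM; NADH 0.06 mM, pyruvate 0.2 mM; 200 mM Tris pH 7.4, EDTA, Tween-20; 5 min RT. Detection: diaphorase 0.133 mg/mL + resazurin 37 µM, fluorescence ex540/em590 at 0 and 20 min; normalized to enzyme-free and DMSO wells.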
Pol iota inh: qHTS for Inhibitors of Polymerase Iota | DNA polymerase iota (Homo sapiens), Q9UNA4 | Pol iota fluorescent replication assay, 10 min | Potency, µM (titrated, usually from 115 µM), for the others: at the top dose activity, negative = inhibition, most hits filed as inhibitors | 390,000 tested, 1% active | AID 588590, 2011; note: potency is the fitted concentration of half-maximal effect
Target sequence (Q9UNA4 whole entry, looked up): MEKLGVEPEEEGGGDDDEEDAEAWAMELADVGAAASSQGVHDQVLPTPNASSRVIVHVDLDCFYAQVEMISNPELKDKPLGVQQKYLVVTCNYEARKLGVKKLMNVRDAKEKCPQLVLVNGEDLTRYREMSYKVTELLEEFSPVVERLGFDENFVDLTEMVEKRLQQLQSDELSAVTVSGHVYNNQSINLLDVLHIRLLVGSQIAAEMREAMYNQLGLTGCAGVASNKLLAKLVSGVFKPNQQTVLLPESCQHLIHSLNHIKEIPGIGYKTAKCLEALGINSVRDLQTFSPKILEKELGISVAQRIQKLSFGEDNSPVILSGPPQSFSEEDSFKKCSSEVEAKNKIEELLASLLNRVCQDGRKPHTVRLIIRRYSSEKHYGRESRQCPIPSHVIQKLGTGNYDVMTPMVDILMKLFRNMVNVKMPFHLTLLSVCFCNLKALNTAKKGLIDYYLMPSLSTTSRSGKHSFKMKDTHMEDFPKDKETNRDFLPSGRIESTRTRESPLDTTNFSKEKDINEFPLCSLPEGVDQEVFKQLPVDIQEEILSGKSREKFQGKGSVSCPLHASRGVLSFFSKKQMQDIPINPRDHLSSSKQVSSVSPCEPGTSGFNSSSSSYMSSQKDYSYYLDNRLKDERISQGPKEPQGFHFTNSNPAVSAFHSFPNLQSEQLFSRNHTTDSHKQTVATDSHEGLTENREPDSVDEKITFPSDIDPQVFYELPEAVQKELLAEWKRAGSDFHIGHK
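Fluorescent replication assay read twice, at 0 min and 10 min after adding 50 nM (final) substrate. Enzyme (10 nM) and compounds were first incubated 15 min at room temperature; enzyme-free buffer wells were negative controls.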
Pol kappa inh: qHTS for Inhibitors of Polymerase Kappa; DNA polymerase kappa (Homo sapiens), Q9UBT6; purified Pol kappa, fluorescent DNA synthesis assay, 10 min; Potency, µM (doses to about 107 µM), without a hit: at the highest dose activity, negative = inhibition, usual class: inhibitors; 400,000 tested, 0.53% active; AID 588579, 2011; note: potency is the fitted concentration of half-maximal effect; % is set by controls: 0 for no effect and ±100 for the full control effect
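10 nM Pol kappa was preincubated with compounds for 15 min at room temperature. Reaction started with 50 nM (final) substrate. Fluorescence read kinetically at 0 and 10 min.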
Glioma ERSR ind: qHTS for Inducers of the Endoplasmic Reticulum Stress Response (ERSR) in Human Glioma: qHTS; AID 602332, 2012; U87-MG GRP78 promoter luciferase reporter, 16 h; Potency, µM, inactives show top-dose activation, actives largely listed as activators; 420,000 tested, 0.02% active; note: potency is the fitted concentration of half-maximal effect; series mostly up to about 76 µM; % of control where 0% means no effect; nearly all actives have a fitted effect of over 35% in size
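ERSR induction read as luciferase luminescence (Bright-Glo, 10 min at room temperature) in stably transfected human U87-MG glioma cells exposed to compounds for 16 h, using GRP78 as sensor.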
BLM helicase inh: qHTS Assay for Inhibitors of Bloom's syndrome helicase (BLM) | RecQ-like DNA helicase BLM (Homo sapiens), P54132 | recombinant BLM DNA unwinding, fluorescence dequenching | Potency, µM (series often up to 56.1 µM), without a hit: at the highest dose activity change, negative = inhibition, actives largely listed as inhibitors | 350,000 tested, 0.2% active;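 note: potency is the fitted concentration of half-maximal effect; plate controls were vehicle for no effect and no enzyme for full effect; nearly all actives have a fitted effect of over 35% in size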
Active calls of the source: *; u = inconclusive; x = no result given; & = joins results of further samples; [ ] = dose if it differs, or a comment. Unless noted, calls come from the whole dose curve; as a rule, active = well fitted curve in the direction sought with a large enough effect; inconclusive = small, poorly fitted or top-dose-only effect, or another doubt; inactive = no such curve, though single readings can be large; an effect the other way counts as inactive or inconclusive. A portion of the library. The share of hits here may be higher or lower than overall.

Second line of a record: Anesthetic bind, Pol eta inh, POLB inh, APEX1 inh, LDHA block, Pol iota inh, Pol kappa inh, Glioma ERSR ind, BLM helicase inh
O=C(NCc1ccc2c(c1)OCO2)C1CCC(=O)N1C1CCCC1 (stereo unspecified)
    -3%, 1%, 0%, 2%, -8, 157%[activator], -14%, -3%, 4%
CC(C)c1ccc(-c2nc3ccccc3s2)cc1
    6%, -16%, 29%, -5%, -4, -1%, -8%, -17%, -3%
CCOC(=O)N1CCN(C(=O)c2cc(Cl)c(Cl)cc2C(=O)O)CC1
    -1%, -3%, 4%, -2%, 1, -7%[58.9 µM], -13%, -7%, 1%
CCOc1ccc(NC(=O)CCCc2nc(-c3cccc(OC)c3)no2)cc1
    -9%, -13%, 8%, x, 2, 15%, -15%, -3%, -4%
CC(C)CC(=O)c1c[nH]c(C(=O)NCC2CCCO2)c1 (stereo unspecified)
    -8%, -10%, 4%, 1%, -1, 7%, -12%, 2%, -5%
O=c1c2ccccc2[nH]c2ccc(F)cc12
    69%[activator], 0%, -26%, -12%, -3, 1%, -13%, 2%, 1%
CCN(CC)c1ccc2c(c1)CCCN2
    -12%, x, 19%, -5%, x, x, x, x, -9%
CC(Oc1ccc(Br)cc1Cl)C(=O)Nc1ccncc1 (stereo unspecified)
    -12%, -7%, 3%, -1%, -3, 4%, -16%, -4%, -5%
Cc1nnc(NC(=O)CSCc2ccccc2)s1
    39%[activator], 1%, 2%, 0%, -11, 3%, -14%, -4%, -4%
CCc1nnc(NC(=O)CSc2nnc(-c3ccc(NS(=O)(=O)c4ccccc4)cc3)o2)s1
    -2%, -3%, 5%, -4%, 0, -2%, -19%, 0%, -8%
COc1ccc(CCN(C(=O)/C=C/C(=O)O)C2CC(=O)N(c3ccccc3)C2=O)cc1 (stereo unspecified)
    -1%, 6%, -16%, -4%, -1, 20%, -7%, -1%, -3%
CCOc1cc(/C=N/NC(=O)C2CCCC2)ccc1O
    -5%, -15%, 26%, 5%, 2, 11%, 1%, -3%, -7%
CC(OC(=O)CC1CCCCC1)C(=O)Nc1cccc(C#N)c1 (stereo unspecified)
    x, -8%, x, -7%, 0, 41%[activator], -12%, -3%, x
CCCCOc1ccc(C(=O)Nc2ccncc2)cc1
    -5%, -6%, 0%, 9%, -3, 15%, -4%, 2%, -5%
CC1CCCCN1Cc1c(O)ccc2c(=O)c(-c3ccccc3Cl)c(C(F)(F)F)oc12 (stereo unspecified)
    8%, -16%, -3%, x, -6, 8%, -15%, -2%, -3%
COc1ccc(S(=O)(=O)NCCCCNS(=O)(=O)c2ccc(OC)cc2)cc1
    -4%, 0%, 0%, 1%, -1, 14%, -20%, -8%, -2%
CC(=O)c1ccc(N2CCN(c3ncc(C(F)(F)F)cc3Cl)CC2)cc1
    -17%, -17%, -16%, 2%, -1, u, -8%, -1%, -12%
CCc1nnc(NC(=O)[C@@H]2CCCN2S(=O)(=O)c2ccc3c(c2)OCCO3)s1
    -12%, 6%, 3%, -5%, 1, 8%, -8%, 0%, -2%
O=C(NCCCN1CCCC1=O)c1cc(COc2ccc(F)cc2F)on1
    -19%, -20%, -6%, 26%, -2, 35%[activator], 2%, -1%, 2%
CC1=NN(c2ccccc2)C(=O)/C1=C\c1cn(-c2ccccc2)nc1C
    -13%, -6%, 2%, -2%, 9, 4%, 6%, 7%, 2%

The listing continues:
Second line of a record: Anesthetic bind, Pol eta inh, POLB inh, APEX1 inh, LDHA block, Pol iota inh, Pol kappa inh, Glioma ERSR ind, BLM helicase inh
CNC(=O)C(=O)Nc1cc2c3c(c1)CCC(=O)N3CCC2
    -4%, 0%, 3%, 7%, -3, -8%, -6%, 2%, 1%
CCN(CC)CCCNc1nnc(C)c(=O)[nH]1
    -7%, -16%, -11%, 4%, -2, 0%, -9%, -2%, 0%
Cc1ccccc1CSCCNC(=S)Nc1ccccc1
    -19%, -14%, -3%, -2%, -6, -4%, -15%, -1%, -10%
CN(C)CCNC(=O)c1cc2c(s1)-c1ccc(Cl)cc1SC2
    242%[activator], -16%, 1%, 12%, -2, -27%, -18%, -13%, 49%[activator]
CCN1CCN(S(=O)(=O)c2ccc(Cl)c(C(=O)NC(C)c3ccccc3Cl)c2)CC1 (stereo unspecified)
    x, -4%, x, 3%, -2, 15%, -13%, -4%, x
COc1ccc(C(CNC(=O)C2CCN(S(=O)(=O)c3ccc(F)cc3)CC2)N(C)C)cc1 (stereo unspecified)
    1%, -3%, -3%, -16%, 0, 49%[activator], 2%, -6%, 0%
N#Cc1ccc(CN2CCCC3(CCN(S(=O)(=O)c4ccccc4)CC3)C2)cc1
    x, x, x, -3%, x, x, -8%[60.1 µM], -4%, -5%
CC(C)Oc1cccc(C(=O)C2CCCN(Cc3ccc4nonc4c3)C2)c1 (stereo unspecified)
    -21%, -21%, 14%, 0%, 6, 64%[activator], -1%, -1%, -8%
Cn1nc(C(F)(F)F)c(-c2ccc(F)cc2)c1NC(=O)Nc1ccc(F)cc1
    4%, -13%, -1%, 0%, 0, 24%, -8%, -4%, -8%
O=c1c2ccc([N+](=O)[O-])c3cccc(c32)c2nc3ccccc3n12
    -6%, x, 2%, 0%, x, x, x, x, -2%
O=C1C2C(c3cccc(/C=C/c4ccccc4)c3)CC=CC2C(c2ccc3ccccc3c2)N1Cc1ccccc1 (stereo unspecified)
    -2%&-8%, -17%, 18%, -1%&0%, -2, 2%&26%, -6%&-18%, u, -3%&-1%
CCN(CC(=O)Nc1c(F)cccc1F)C(=O)CSc1nc2ccccc2o1
    x, -21%, x, 12%, -4, 24%, 0%, -6%, x
COC(=O)C1CCN(c2csc3ccc(Cl)cc3c2=O)CC1
    -3%, -10%, 10%, x, 0, 19%, -9%[60.1 µM], 2%, -2%
Fc1ccc(NCc2nnc(SCc3nnc(-c4ccccc4)o3)n2CC2CCCO2)cc1 (stereo unspecified)
    8%, -6%, 7%, -4%, 0, 1%, -10%, -2%, 0%
Cc1cccc(NS(=O)(=O)c2ccc(C(=O)N3CCN(c4ccccc4O)CC3)cc2)c1C
    -14%, -7%, 5%, -8%, 0, -18%, -3%, -7%, -6%
COc1ccccc1N(C)S(=O)(=O)c1ccc(Cl)c(C(=O)Nc2ccccc2N2CCOCC2)c1
    x, -12%, x, x, -2, 20%, -7%, -5%, x
Cc1cc(C)cc(Nc2cc(C)nc3nc(C)nn23)c1
    -8%, -18%, 17%, 10%, -1, 1%, -11%, -4%, 0%
COc1ccc(Cl)cc1NC(=O)CSc1nnc(-c2ccco2)o1
    -9%, -10%, -1%, 1%, -5, 3%, -8%, -2%, -4%
Cc1cccc(OCC(O)CNC(=O)c2ccccc2C(=O)O)c1 (stereo unspecified)
    x, -8%, x, x, 0, -11%, 5%, -3%, x
C/C(=N\NC(=O)c1n[nH]c2c1CCC2)c1cccs1
    3%, -5%, 26%, 0%, -3, 70%[activator], -16%, -6%, -1%

Ordered by SMILES length (lowest first): three of the compounds above
Second line of a record: Anesthetic bind, Pol eta inh, POLB inh, APEX1 inh, LDHA block, Pol iota inh, Pol kappa inh, Glioma ERSR ind, BLM helicase inh
O=c1c2ccccc2[nH]c2ccc(F)cc12
    69%[activator], 0%, -26%, -12%, -3, 1%, -13%, 2%, 1%
CCOc1ccc(NC(=O)CCCc2nc(-c3cccc(OC)c3)no2)cc1
    -9%, -13%, 8%, x, 2, 15%, -15%, -3%, -4%
CC(=O)c1ccc(N2CCN(c3ncc(C(F)(F)F)cc3Cl)CC2)cc1
    -17%, -17%, -16%, 2%, -1, u, -8%, -1%, -12%

The list goes on:
SMILES	Anesthetic bind	Pol eta inh	POLB inh	APEX1 inh	LDHA block	Pol iota inh	Pol kappa inh	Glioma ERSR ind	BLM helicase inh
Cc1n[nH]c(=S)c2nn(-c3ccccc3)c(C)c12	-5%	x	1%	1%	x	x	x	x	-1%
c1ccc2c(NCCN3CCOCC3)nc(-c3ccc4c(c3)OCO4)nc2c1	x	x	x	-7%	x	x	1%[60.1 µM]	-1%	97%[activator]
O=C(NC1CC(=O)N(c2ccccc2)C1)c1ccc(S(=O)(=O)N2CCCC2)cc1 (stereo unspecified)	-19%	-12%	5%	x	2	12%	0%[60.1 µM]	0%	1%
COc1ccccc1-c1cc(C(=O)N/N=C\c2cn(C)nc2C)c2ccccc2n1	-15%	-1%	3%	-1%	-12	-8%	-23%	-1%	-2%
COc1ccc(NC(=O)CC2C(=O)N(c3ccc(OC)cc3)C(=S)N2NC(=O)c2cccc(F)c2)cc1 (stereo unspecified)	3%	-13%	5%	5%	-8	143%[activator]	-14%	-1%	1%

Pulled by compound from the list above (3):
SMILES	Anesthetic bind	Pol eta inh	POLB inh	APEX1 inh	LDHA block	Pol iota inh	Pol kappa inh	Glioma ERSR ind	BLM helicase inh
COc1ccccc1-c1cc(C(=O)N/N=C\c2cn(C)nc2C)c2ccccc2n1	-15%	-1%	3%	-1%	-12	-8%	-23%	-1%	-2%
O=C(NC1CC(=O)N(c2ccccc2)C1)c1ccc(S(=O)(=O)N2CCCC2)cc1 (stereo unspecified)	-19%	-12%	5%	x	2	12%	0%[60.1 µM]	0%	1%
c1ccc2c(NCCN3CCOCC3)nc(-c3ccc4c(c3)OCO4)nc2c1	x	x	x	-7%	x	x	1%[60.1 µM]	-1%	97%[activator]
